# High-throughput results from PubChem.
# BioA inh – M. tuberculosis BioA enzyme inhibitors, primary screen, biochemical, plate reader, single point, HTS | 360,000 tested, 0.096% active | 7,8-diaminopelargonic acid synthase BioA (Mycobacterium tuberculosis) | inhibition, % at 9.99 µM | purified M. tuberculosis BioA enzyme; in the data active = inhibition above about 40%; inconclusive = no clear call, values can overlap the other calls
# FadD28 binding – inhibitors of FadD28 bisubstrate probe binding, primary screen, biochemical, fluorescence polarization, single point | Mycobacterium tuberculosis FadD28 fatty-acid-AMP ligase | inhibition, % at 12.5 µM | 360,000 tested, 0.22% active; in the data active = inhibition above about 8.5%, passing the limit was not always enough; inconclusive = no clear call, values can overlap the other calls
# FBA Mtb inh – Mtb FBA enzyme inhibitors, primary screen, biochemical, fluorescence, strain H37Rv; Fructose-bisphosphate aldolase (Mycobacterium tuberculosis (strain ATCC 25618 / H37Rv)), …; purified M. tuberculosis FBA, fluorescence read-out; inhibition, % at 1 µM; 360,000 tested, 2.3% active; in the data active = inhibition above about 27%;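 also: 0% = vehicle and 100% = reference inhibitor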
# Target sequence (P9WQA3 whole entry, looked up): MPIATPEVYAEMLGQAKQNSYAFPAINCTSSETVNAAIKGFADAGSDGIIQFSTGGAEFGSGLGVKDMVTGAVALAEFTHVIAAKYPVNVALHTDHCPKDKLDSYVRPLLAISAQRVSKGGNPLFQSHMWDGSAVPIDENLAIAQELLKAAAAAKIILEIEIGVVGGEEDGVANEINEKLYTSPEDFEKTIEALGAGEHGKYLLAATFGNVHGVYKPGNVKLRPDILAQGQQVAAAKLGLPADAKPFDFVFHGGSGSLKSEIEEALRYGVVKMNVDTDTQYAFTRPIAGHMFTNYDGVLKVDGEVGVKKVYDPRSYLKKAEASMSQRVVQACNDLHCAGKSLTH
# PrPC surface inh – inhibitors of human cell surface prion protein PrPC, primary screen, cell-based, TR-FRET; 370,000 tested, 0.43% active; inhibition, % at 13.8 µM; AID 720596, 2013; TR-FRET read-out; Major prion protein (Homo sapiens), P04156; in the data active = inhibition above about 24%; also: 0% = median of the test wells and 100% = reference compound wells
# BoNT A protease – BoNT/A light chain protease inhibitors, primary screen, biochemical, flow cytometry, MLPCN library. Botulinum neurotoxin type A light chain protease (Clostridium botulinum A str. ATCC 3502). multiplex microsphere protease substrate cleavage. inhibition, % at 10 µM. 360,000 tested, 0.17% active. AID 588499, 2011; in the data active = inhibition above about 30%; inconclusive = no clear call, values can overlap the other calls; also: plate controls were buffer without enzyme for full effect and enzyme alone for no effect
# GDH-TPI inh – GDH-TPI coupling enzyme inhibitors, primary screen, artefact control for M. tuberculosis FBA inhibitor project, biochemical, absorbance, full deck. inhibition, % at 4.8 µM. AID 588335, 2011. GDH-TPI coupled enzyme counterscreen, NADH absorbance. 360,000 tested, 1.2% active;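 also: 0% = DMSO wells and 100% = wells lacking the enzyme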
# CCHF vOTU inh – CCHFV vOTU protease inhibitors, primary screen, biochemical, Pep-AMC substrate, fluorescence; Crimean-Congo hemorrhagic fever virus L polyprotein viral ovarian tumor (vOTU) protease …; inhibition, % at 11.5 µM; 370,000 tested, 0.55% active; AID 651958, 2012; also: 0% = vehicle wells with enzyme and 100% = no enzyme wells
# BoNT F protease – BoNT/F light chain protease inhibitors, primary screen, biochemical, flow cytometry, MLPCN library; 360,000 tested, 0.22% active; AID 588497, 2011; Multiplex microsphere protease cleavage assay; inhibition, % at 10 µM; Botulinum neurotoxin type F light chain protease (Clostridium botulinum); in the data active = inhibition above about 35%, passing the limit was not always enough; inconclusive = no clear call, values can overlap the other calls; also: plate controls were buffer without enzyme for full effect and enzyme alone for no effect
# Mtb UGM inh – M. tuberculosis UGM enzyme inhibitors, primary screen, biochemical, fluorescence polarization, single point | purified UGM, fluorescence polarization probe displacement | UDP-galactopyranose mutase (Mycobacterium tuberculosis (strain ATCC 25618 / H37Rv)), … | 320,000 tested, 0.06% active | inhibition, % at 10 µM; in the data active = inhibition above about 10%, passing the limit was not always enough; inconclusive = no clear call, values can overlap the other calls
# Target sequence (P9WIQ1 whole entry, looked up): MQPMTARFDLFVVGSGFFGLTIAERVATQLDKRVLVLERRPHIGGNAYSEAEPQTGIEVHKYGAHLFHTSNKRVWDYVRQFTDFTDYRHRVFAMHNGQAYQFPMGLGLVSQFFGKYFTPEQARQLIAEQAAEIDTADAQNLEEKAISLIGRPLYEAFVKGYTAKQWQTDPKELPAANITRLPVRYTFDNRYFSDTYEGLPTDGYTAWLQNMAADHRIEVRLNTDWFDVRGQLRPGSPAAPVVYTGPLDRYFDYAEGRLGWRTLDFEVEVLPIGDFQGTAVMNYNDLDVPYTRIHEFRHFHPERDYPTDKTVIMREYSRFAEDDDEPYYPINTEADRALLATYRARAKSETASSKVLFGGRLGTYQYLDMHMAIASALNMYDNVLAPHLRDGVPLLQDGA
# The depositor's hits bear a star; u = inconclusive; x = no result given; & = joins results of further samples. Rule as the data show it, unless noted: active = inhibition above about 30%; inactive = the rest. An unsorted share of the library. Share with any hit: about 4.8%.
SMILES,BioA inh,FadD28 binding,FBA Mtb inh,PrPC surface inh,BoNT A protease,GDH-TPI inh,CCHF vOTU inh,BoNT F protease,Mtb UGM inh
COc1ccc(CNC(=O)C[C@H]2C(=O)N(Cc3ccccc3)C[C@@H]2Cc2ccccc2)cc1,2.1,-4.3,-1,8,0.2,-4,12,-6,1.2
CN(c1ccccc1)c1nc(N)c([N+](=O)[O-])c(NCCO)n1,x,-3.4,-3,-11,0.7,26,17,-6,-1.3
CCc1ccc(NC(=O)c2cnccn2)cc1,3.5,-5.0,-1,-19,0.6,9,11,-1,-0.1
CNS(=O)(=O)c1ccc2c(c1)oc(=O)c1cc(S(=O)(=O)NC)ccc12,x,-2.8,5,-2,0.9,5,4,0,-1.8
COc1ccc(CCNC(=O)C(C)n2nc(C)c3c(C)n(-c4ccc(C)cc4)nc3c2=O)c(OC)c1 (stereo not drawn),12,-3.6,-3,9,0.1,-11,4,2,3.4
O=c1c2ccccc2cnn1Cc1ccc(Br)cc1F,-2.0,-6.1,-6,1,-1.0,-4,28,3,-0.5
COc1ccc(C(CC(=O)O)c2cc(OC)c(OC)c(OC)c2)cc1OC (stereo not drawn),x,0.3,-1,-1,0.1,1,-1,-2,x
CCN1C(=O)[C@H]2[C@@H](c3ccc(C)cc3)N3C(=O)N(c4ccccc4)C(=O)[C@@]3(Cc3ccc(Cl)cc3)[C@H]2C1=O,-0.1,-0.3,0,x,-1.1,7,x,-11,-1.8
CS(=O)(=O)c1ccc(Cl)c(NC(=O)COC(=O)CNC(=O)c2ccc3ccccc3c2)c1,-0.1,-3.7,4,-7,5.5,6,-5,9,-2.3
COc1ccc(C(=O)Nc2cc3c(cc2C(=O)O)OCCCO3)c(OC)c1,0.2,-0.7,-1,9,-6.0,0,4,-4,4.1
O=C(Cn1ncc(Cl)c(Cl)c1=O)NC(=O)NC1CCCCC1,x,1.6,2,23,-0.3,6,7,6,-1.1
COc1ccc(OC)c(S(=O)(=O)N2CCCC(C(=O)NCc3ccccn3)C2)c1 (stereo not drawn),-2.1,-1.6,-3,-9,-2.3,0,3,7,-3.3
CC(=O)N1CCOc2ccc(S(=O)(=O)N3CCC(C(=O)Nc4ccc(C)cc4C)CC3)cc21,-2.2,-0.5,0,-7,0.0,-4,23,-3,0.3
CCN(CC)CCN1C(=O)C(=O)/C(=C(/O)c2ccc(S(=O)(=O)N3CCOCC3)cc2)C1c1ccc(Cl)cc1 (stereo not drawn),-0.9,0.9,1,4,-2.1,0,-4,10,1.2
COc1ccc(NC(C)=O)cc1S(=O)(=O)N1CCN(C(=O)c2ccccc2F)CC1,4.8,-3.0,-2,11,0.3,2,8,-2,1.5
CN(C)Cc1c(O)ccc2oc(Cc3ccccc3)cc12,0.8,-2.9,-1,-10,0.7,-5,19,4,-0.6
CN1CCN2c3ncccc3Cc3ccccc3C2C1 (stereo not drawn),1.1,-0.8,8,-5,0.2,5,-9,2,0.7
CCN(CC)C(=O)CSc1n[nH]c(=S)n1N,-0.1,-3.1,-4,-11,-0.4,14,5,4,0.7
CCc1cc2c(=O)c(-c3nc4ccccc4[nH]3)coc2cc1OC(=O)N1CCOCC1,-0.1,-3.2,-3,0,-0.4,8,-1,-1,-1.1
COc1ccc(C(CNC(=O)CNC(=O)c2cccc(Cl)c2)N2CCCC2)cc1 (stereo not drawn),-1.0,-1.1,0,-1,-0.3,5,9,4,2.6
CC(=O)COc1ccc2c(c1C)O/C(=C\c1ccco1)C2=O,0.2,-1.7,-4,-4,-1.5,8,5,-27,-0.6
Cc1ccc(N(C)S(=O)(=O)c2cccc(C(=O)NC3CC(C)(C)NC(C)(C)C3)c2)cc1,-0.5,-1.6,-1,-3,-27,-5,6,-28,-0.6
COc1ccc(/C=C/C(=O)Oc2cc(O)cc(O)c2)cc1,x,-0.9,2,3,2.1,2,6,4,1.6
CC(C)(C)C(=O)N1CCN(CCN2C(=O)c3cccc4cccc(c34)C2=O)CC1,-0.3,-0.9,-2,-10,-3.4,18,6,u,2.7

# Pulled by compound from the list above:
SMILES,BioA inh,FadD28 binding,FBA Mtb inh,PrPC surface inh,BoNT A protease,GDH-TPI inh,CCHF vOTU inh,BoNT F protease,Mtb UGM inh
CN1CCN2c3ncccc3Cc3ccccc3C2C1 (stereo not drawn),1.1,-0.8,8,-5,0.2,5,-9,2,0.7
CCc1cc2c(=O)c(-c3nc4ccccc4[nH]3)coc2cc1OC(=O)N1CCOCC1,-0.1,-3.2,-3,0,-0.4,8,-1,-1,-1.1

# Going on with the list:
SMILES,BioA inh,FadD28 binding,FBA Mtb inh,PrPC surface inh,BoNT A protease,GDH-TPI inh,CCHF vOTU inh,BoNT F protease,Mtb UGM inh
COc1cccc(NC(=O)C2C3C=CC(O3)C2C(=O)O)c1 (stereo not drawn),-1.1,-2.2,0,8,-0.6,8,7,12,0.2
C=CCNC(=O)COc1cc(C)cc(C)c1C,-0.9,-2.7,1,-3,-0.1,-7,-17,0,1.2
NC(=O)CCC1NC(=S)N(Cc2ccccc2)C1=O (stereo not drawn),x,0.3,0,4,-0.4,2,6,4,3.4
CCOC(=O)c1ccccc1NC(=O)c1c(O)[nH]c(=S)[nH]c1=O,-1.7,-0.9,-2,2,-0.1,24,0,0,1.7
C#CCN1C(C)=CC(=O)[C@@H](O)[C@H]1c1ccccc1Br,-0.9,-3.4,-2,2,0.1,18,-2,-3,x
CCOC(=O)NC1(C(F)(F)F)NC(=O)N(c2cccc(C(F)(F)F)c2)C1=O (stereo not drawn),-2.1,-1.2,-2,3,0.3,5,5,-3,0.4
CCCCN(CCNP(=O)(OCC)OCC)CP(=O)(OCC)OCC,-1.2,-1.2,4,-10,0.1,3,8,1,1.7
CSc1ccc(/C=C2\NC(=O)NC2=O)cc1,0.1,-0.5,5,-28,-3.7,27,7,u,-0.4

# Molecules above that have bromine, in the order listed:
SMILES,BioA inh,FadD28 binding,FBA Mtb inh,PrPC surface inh,BoNT A protease,GDH-TPI inh,CCHF vOTU inh,BoNT F protease,Mtb UGM inh
O=c1c2ccccc2cnn1Cc1ccc(Br)cc1F,-2.0,-6.1,-6,1,-1.0,-4,28,3,-0.5
C#CCN1C(C)=CC(=O)[C@@H](O)[C@H]1c1ccccc1Br,-0.9,-3.4,-2,2,0.1,18,-2,-3,x

# (continued)
SMILES,BioA inh,FadD28 binding,FBA Mtb inh,PrPC surface inh,BoNT A protease,GDH-TPI inh,CCHF vOTU inh,BoNT F protease,Mtb UGM inh
COc1ccc(/C=C(/NC(=O)c2ccco2)C(=O)NCCc2ccccc2)cc1,0.8,-1.3,1,2,-0.4,10,-9,5,2.1
CC1CC(C)CN(CCCNC(=O)c2ccc3nc(N4CCOCC4)sc3c2)C1 (stereo not drawn),-0.7,-1.0,2,-4,-1.3,-7,0,-7,-1.4
COc1ccc(CC(=O)N2CCN(C)CC2)cc1OC,x,1.2,-1,7,0.1,20,-2,5,-2.3
COc1ccc(/C=C/C(=O)O)cc1COc1cccc(C)c1,x,-7.3,0,5,0.2,9,-11,1,4.7
COc1ccc(Cl)cc1NC(=O)C1CC(c2ccccc2Cl)=NO1 (stereo not drawn),0.1,-1.5,0,4,-0.9,-8,-1,-9,x
Cc1ccc(S(=O)(=O)c2ccc(NC(=O)c3c(F)cccc3F)cc2)cc1,0.0,-6.1,-2,-4,-0.3,-11,17,-15,-1.4
Cc1csc(=Nc2c(C)n(C)n(-c3ccccc3)c2=O)n1Cc1ccccc1,-2.6&0.3,-2.1,-1&-2,3&-6,0.2&0.3,9&0,-15&4,7&-5,1.5
Nc1ccc2ccc3cccc[n+]3c2c1,-202,-0.1,-5,-22,-1.4,10,10,-228,63*
CC1CN(C(=O)c2ccc(COc3ccccc3Cl)o2)CC(C)O1 (stereo not drawn),x,-1.8,-1,6,1.5,-2,14,14,2.7
Nc1ccc(C(=O)Nc2nccs2)cc1,-1.6,-1.5,-2,6,0.3,12,5,-4,0.9
Cn1nc(C(=O)NCC(=O)Nc2ccc(F)c(F)c2F)c2ccccc2c1=O,-0.7,-0.8,-1,3,x,-4,5,x,-1.5
O=C(O)CCc1ccc(-c2ccccc2)n1CC(=O)O,-0.4,-0.2,26,0,-0.8,-4,1,-5,1.7
CCCCN1C[C@H](Cc2ccccc2)[C@@H](CC(=O)NCc2ccc(OC)cc2)C1=O,-1.4,-2.3,5,1,0.7,17,14,-6,-1.7
CC(C)(C)n1ncc2c(=O)n(CC(=O)Nc3ccccc3)cnc21,0.1,-1.5,2,2,-0.2,-9,1,-9,2.6
O=C(O)C1C2C=CC(C2)C1C(=O)NCCCN1CCOCC1 (stereo not drawn),-0.7,-2.9,0,-4,0.7,-7,14,-2,1.3
Cc1ccc(NC(=S)NCc2cccnc2)cc1,-4.4,1.0,0,4,-1.1,3,10,0,2.5
CC(=O)c1cccc(Nc2nc(-c3ccccc3)cs2)c1,-1.2,-3.8,3,4,-0.8,9,4,-7,0.1
O=C(Nc1ccc(C(=O)N2CCCCC2)cc1)Nc1cccc(Cl)c1,0.0,-2.6,-1,0,-0.6,-1,15,6,-2.9
Cc1[nH]c(=O)[nH]c(=O)c1S(=O)(=O)N1CCCC(C(=O)NCc2ccccc2Cl)C1 (stereo not drawn),-0.8,-1.0,3,-2,1.2,4,5,18,-2.7
O=[N+]([O-])c1ccc(N2CCN(S(=O)(=O)c3ccc(Cl)cc3)CC2)cc1NCc1cccnc1,2.4,-2.2,3,0,-1.6,10,8,-31,2.3
Cc1c(C(=O)NCc2ccco2)oc2ccc(S(=O)(=O)N3CCC4(CC3)OCCO4)cc12,-1.9,-3.0,-1,-6,-0.4,3,15,-11,1.5
CN(C)C(=O)Oc1ccc(OCc2nc3ccccc3[nH]2)cc1,x,0.7,2,6,-0.2,0,-13,-11,-0.6
CN1C(=O)N(C)C2(CC1(C)C)CC(C)(C)N(C)C(=O)N2C,3.4,-1.2,-3,4,-0.7,-7,-10,-2,-1.4
CCOc1ncccc1C(=O)OCC(=O)NCc1ccc2c(c1)OCO2,x,-2.2,4,2,-1.2,0,-6,-9,-1.2
O=C(NCCCN1CCCC1)c1ccc2c(c1)N(Cc1cccc(Cl)c1)C(=O)c1ccccc1S2=O (stereo not drawn),0.4,-5.1,4,-9,12,9,3,28,3.3
Cc1cc(C)n(C(=O)c2ccc(C)c(F)c2F)n1,-0.5,-2.8,-3,-2,-0.4,6,2,4,-2.4
Cc1cc(Cl)c(S(=O)(=O)Nc2cc(S(=O)(=O)N3CCOCC3)ccc2F)cc1OCC(N)=O,x,-0.8,-4,-6,1.7,-3,-6,1,0.5
CC(=O)Nc1nonc1-c1nc2ccccc2n1N(C(C)=O)C(C)=O,-1.6,-0.5,5,0,0.5,-9,0,0,-0.4
O=C(Nc1ccccc1)Nc1ccccc1C(=O)NCCCN1CCOCC1,x,0.9,1,-1,u,-2,-6,u,-0.2
COc1cc(CC(=O)Nc2ccc(N3CCOCC3)cc2)cc(OC)c1OC,x,-0.1,-4,13,-2.3,4,-19,-6,-1.7
CCC(CC)C(=O)Nc1nnc(S(=O)(=O)N2CCCCCC2)s1,-0.6,-2.2,0,2,-0.5,1,2,0,-0.9
CCOc1ccc(/C=C/C(=O)c2ccccc2)cc1,-0.3,-0.6,-1,6,1.7,15,-6,14,2.6
COc1cccc(C2=NN(C(=O)CCCC(=O)O)C(c3cccs3)C2)c1 (stereo not drawn),0.3,-0.9,4,0,-1.0,0,-9,3,-1.1
